From PubChem
CHT block: inhibitors of human choline transporter CHT; Q9GZV3; CHT-expressing cells, membrane potential dye, choline response; hits give low values; B-score at 10 µM; 0.86% of 310,000 active; AID 488975;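 active = B-score over 3 SD under the library average, and starting fluorescence ratio not unusually high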;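 note: choline stimulus applied at its EC90 after an EC20 pre-addition; B-score computed on integrated fluorescence ratio after choline addition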
Target sequence (Q9GZV3 whole entry, looked up): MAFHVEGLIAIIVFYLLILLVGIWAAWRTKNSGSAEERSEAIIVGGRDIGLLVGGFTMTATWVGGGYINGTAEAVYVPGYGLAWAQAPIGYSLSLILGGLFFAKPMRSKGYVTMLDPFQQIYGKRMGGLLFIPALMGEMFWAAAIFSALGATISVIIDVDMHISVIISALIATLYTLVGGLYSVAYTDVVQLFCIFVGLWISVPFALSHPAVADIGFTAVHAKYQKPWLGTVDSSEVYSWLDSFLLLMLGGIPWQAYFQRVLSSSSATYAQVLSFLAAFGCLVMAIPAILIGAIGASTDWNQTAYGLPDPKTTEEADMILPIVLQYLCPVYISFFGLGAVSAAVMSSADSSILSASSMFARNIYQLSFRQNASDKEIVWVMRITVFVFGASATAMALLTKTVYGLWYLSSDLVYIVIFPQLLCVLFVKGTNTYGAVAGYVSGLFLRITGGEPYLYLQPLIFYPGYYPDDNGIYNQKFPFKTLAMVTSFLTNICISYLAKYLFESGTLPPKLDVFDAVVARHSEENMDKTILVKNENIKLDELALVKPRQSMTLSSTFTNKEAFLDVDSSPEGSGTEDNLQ
CHT allo act: allosteric activators of human choline transporter CHT; CHT-expressing cells, membrane potential dye, choline EC20; hits give high values; LV-AA mutant CHT in HEK293 cells; B-score at 10 µM; 0.49% of 310,000 active; AID 488977; Q9GZV3;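 active = initial fluorescence not abnormally high and integrated response B-score, plate-corrected, over 3 SD above library mean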
Numbers without * were called inactive; i = inactive.

structure | CHT block | CHT allo act
N#Cc1ccc(OCC(=O)N2CCN(S(=O)(=O)c3cccs3)CC2)cc1 | i | i
COc1cc(/C=C/C(=O)OCC(=O)NC(=O)NC(C)C)cc(S(=O)(=O)N2CCc3ccccc32)c1OC | i | i
O=C(NCCc1ccccc1)C(=O)N/N=C/c1ccc2c(c1)OCO2 | i | i
COc1ccc(S(=O)(=O)N2CCOCC2)cc1NC(=O)Cn1nnc2ccccc2c1=O | i | i
CC12CN3CC(C)(CN(C1)C3c1ccc([N+](=O)[O-])o1)C2=O (centres undefined) | i | i
Cc1nc2cc(F)ccc2n1C1CCN(C(=O)c2c(F)cccc2F)CC1 | i | i
CCOC(=O)c1sc(=NC(=O)c2ccc(C)cc2)n(C)c1C | i | i
CC1(C)CC(NC(=O)c2sc3cc(Cl)ccc3c2Cl)CC(C)(C)N1 | i | i
Cc1ccc2nc(C)c(C(=O)O)cc2c1 | i | i
CSc1nc(O)c(C2OC(=O)c3ccccc32)c(=O)[nH]1 (centres undefined) | i | i
CC(=O)Nc1ccccc1N(CC(O)Cn1c2ccccc2c2ccccc21)S(=O)(=O)c1ccc(C)cc1 (centres undefined) | i | i
CS(=O)(=O)N1CCCC(C(=O)N2CCOCC2)C1 (centres undefined) | i | i

The final 2 compounds of the part above lead into the next.
structure | CHT block | CHT allo act
CC(=O)Nc1ccccc1N(CC(O)Cn1c2ccccc2c2ccccc21)S(=O)(=O)c1ccc(C)cc1 (centres undefined) | i | i
CS(=O)(=O)N1CCCC(C(=O)N2CCOCC2)C1 (centres undefined) | i | i
COc1ccc(-c2csc(NC(=S)NC(=O)c3ccccc3)n2)cc1Br | i | i
Cc1oc(-c2ccccc2F)nc1CS(=O)CC(=O)NCc1ccc(F)cc1 (centres undefined) | i | i
O=C(C1CCC1)N1CCN(S(=O)(=O)c2cccc(F)c2)CC1 | i | i
COc1ccc(NCc2cc3cc(OC)ccc3[nH]c2=O)cc1 | i | i
COc1ccccc1N1CCN(S(=O)(=O)c2ccc3c(c2)NC(=O)C(C)C(=O)N3)CC1 (centres undefined) | i | i
O=C(CC1(O)C(=O)Nc2ccccc21)c1ccc(-n2cnnn2)cc1 (centres undefined) | i | i
COc1cc(/C=N/N2CCN(c3ccc(Cl)cc3)CC2)cc(OC)c1OC(C)=O | i | i
COc1ccccc1NC(=O)Nc1ccnn1C1CCCCC1 | i | i
Cc1ccc(-n2c(=O)[nH]c3ncccc3c2=O)cc1 | i | i
CNS(=O)(=O)c1cccc(C(=O)OCc2csc(-c3ccccc3)n2)c1 | i | i
Cn1cc(/C=C/C(=O)N2CCCC(C(=O)c3ccc(C(C)(C)C)cc3)C2)cn1 (centres undefined) | i | i
CCOC(=O)C(NCCc1ccc(F)cc1)(NC(=O)CC)C(F)(F)F (centres undefined) | i | i
O=C(Cn1ccc([N+](=O)[O-])n1)NCc1nc2ccccc2[nH]1 | i | i
Cc1ccc(S(=O)(=O)NCC2(c3ccccc3)CCOCC2)cc1 | i | i
Cc1ccc(N=CC2=C(O)CC(c3ccc(Cl)cc3)CC2=O)cc1 (centres undefined) | i | i
CCN(CC)CCN1C(=O)C(=O)/C(=C(/O)c2ccc(OC(C)C)cc2)C1c1cccs1 (centres undefined) | i | i
COc1ccc(/C=C2\SC(=S)N(CCCC(=O)N3CCOCC3)C2=O)cc1OC | i | i
Cc1ccc(S(=O)(=O)N2CCN(c3ccccc3)CC2)cc1C(=O)NC1CCCCC1 | i | i
CCc1nnc(SC(C)C(=O)Nc2nccs2)n1C (centres undefined) | i | i
C#CCOCCOCCOCCNc1nc(N2CCN(C(=O)CCCCCCCCCCNC(=O)[C@H](CO)n3cc(CCCSC)nn3)CC2)nc(N2CCN(C(=O)CCCCCCCCCCNC(=O)[C@H](CCCN=C(N)N)n3cc(C[C@@H](C)CC)nn3)CC2)n1 | i | i
O=C(NCc1ccc(Cl)cc1)c1noc2c1CCCC2 | i | i
Cc1ccc(C(=O)N/C(=C\c2ccc3c(c2)OCO3)C(=O)Nc2ccc(C(=O)O)cc2)cc1 | i | i
Cc1ccccc1C(=O)Nc1cccc(C(=O)N/N=C/c2cc(Cl)cc([N+](=O)[O-])c2O)c1 | i | i
COCCNC(=O)CN(C(=O)CCC(=O)Nc1ccccn1)c1ccc(F)c(Cl)c1 | i | i
Cn1ccc(=S)c2ccccc21 | i | i
Cn1cccc1/C=N/n1c(-c2ccc(Cl)cc2)n[nH]c1=S | i | i
CCOC(=O)C1=C(N)N(c2ccc(C)cc2)C2=C(C(=O)CCC2)C1c1cccs1 (centres undefined) | i | i
COCCN1Cc2cccc(C(=O)Nc3ccc(C)c(C)c3)c2C1=O | i | i
OCC[C@@H]1C[C@H](O)[C@@H](O)[C@]2(CCc3ccccc3O2)O1 | i | i
Cc1ccc(-n2c(C)nnc2SCC(=O)N2CCc3ccccc3C2)cc1 | i | i
CC(C)CC(=O)N(c1ccc(F)cc1)C1C=CS(=O)(=O)C1 (centres undefined) | i | i
CCN(CC)CCOC(=O)c1ccc(NC(=O)CNC(=O)C2CCCCC2)cc1 | i | i
COc1ccccc1CCNC(=O)C1CCC(=O)N(C2CC2)C1 (centres undefined) | i | i
CC1CCN(C(=O)c2cc(F)c(F)cc2Cl)CC1 | i | i
Oc1cccc2c3c(oc12)CCCC3 | i | i
Cc1ccc(C)n1-c1sc2c(c1C(=O)O)CCCC2 | i | i
Cn1cccc1/C=C1\SC(=Nc2ccccc2)NC1=O | i | i
Cc1cc(C)n(-c2ccc(Cl)c(C(=O)Nc3ccc(OC(F)(F)F)cc3)n2)n1 | i | i
CC(=O)[C@]1(O)Cc2c(O)c3c(c(O)c2[C@@H](O[C@H]2C[C@H](N)[C@H](O)[C@H](C)O2)C1)C(=O)c1ccccc1C3=O | i | i
COC(=O)c1c(C)[nH]c(C(=O)N2CCN(c3ccc(OC)cc3)CC2)c1C | i | i
CN(C)CCNC(=O)C(=O)Nc1cc2c3c(c1)CCN3C(=O)CC2 | i | i
CCOC(=O)c1cnc2ccc(C(=O)OC)cc2c1Nc1cccc(C(=O)O)c1 | i | 11*
Cc1ccc(S(=O)(=O)Nc2nc(-c3ccc(F)cc3)cs2)cc1 | i | i
COCCN(Cc1ccccc1)C(=O)Cc1ccc(OC)c(S(=O)(=O)N2CCOCC2)c1 | i | i
O=C(O/N=C1/CCSc2ccccc21)c1ccccc1 | i | i
Nc1oc2ccc(F)cc2c(=O)c1C=O | i | i
CCOC(=O)c1nnc(-c2ccccc2)nc1N1CCSCC1 | i | i
CCc1nnc(NS(=O)(=O)c2ccc(NC(=O)c3cccc([N+](=O)[O-])c3)cc2)s1 | i | i

One compound at a time, as listed above. Values in the order: CHT block | CHT allo act
Record of COC(=O)c1c(C)[nH]c(C(=O)N2CCN(c3ccc(OC)cc3)CC2)c1C : i | i
Record of Cn1cccc1/C=C1\SC(=Nc2ccccc2)NC1=O : i | i

(more compounds)
structure | CHT block | CHT allo act
Cc1ccc(C(C)NC(=O)c2cccs2)cc1 (centres undefined) | i | i
CC(=O)Nc1ccc(NC(=O)C(C)c2cccc(C(=O)c3ccccc3)c2)cc1 (centres undefined) | i | i
Cc1ccc(CCNC(=O)CSCc2ccc(F)cc2)cc1 | i | i
COC(=O)c1ccccc1NC(=O)CN1C(=O)c2ccccc2S1(=O)=O | i | i
CCC(NC(=O)N(Cc1ccccc1)Cc1ccc2c(c1)OCO2)(C(F)(F)F)C(F)(F)F | i | i
Cc1ccc(-c2csc3ncnc(N4CCN(C)CC4)c23)cc1C | -11* | i
O=C(CSc1nnc(-c2ccco2)n1-c1ccccc1)N1CCN(C(=O)c2ccco2)CC1 | i | i
COc1cc2[nH]c(=S)nc(NCc3cccc(Cl)c3)c2cc1OC | i | i
Cc1csc(NC(=O)CCn2c(=O)oc3ccc(Cl)cc32)n1 | i | i
Cc1cccc(CN2CCC(CNC(=O)C3CCCN(S(=O)(=O)c4cnc[nH]4)C3)CC2)c1 (centres undefined) | i | i
Cc1cc(C)n(C(=O)c2cc3sccc3[nH]2)n1 | i | i
O=C(O)C1C2C=CC(O2)C1C(=O)Nc1ccc(S(=O)(=O)N2CCc3ccccc32)cc1 (centres undefined) | i | i
Cc1sc(NC(=O)CSc2nnc(C(C)C)n2C)c(C#N)c1C | i | i
COC(=O)[C@@H](NC(=O)NC1CCCCC1C)C(C)C (some centres undefined) | i | i
COc1c2c(c(C)c3c1C(=O)OC3)O[C@@]1(C)CC[C@@]3(O)C(C)(C)OC(=O)CC[C@]3(C)[C@H]1C2 | i | i
COC(=O)/C(C#N)=C/c1c(Oc2cccc(C)c2)nc2ccccn2c1=O | i | i
COc1ccc2[nH]c(=O)c(CNc3ccccc3OC)cc2c1 | i | i
CCOC(=O)N1CCN(CC(=O)Nc2nnc(C(F)(F)F)s2)CC1 | i | i
Cc1ccc(NC(=O)Nc2cnccn2)c(C)c1 | i | i
CC1CCc2sc(C(=O)OCC(=O)NCc3ccc(F)cc3)cc2C1 (centres undefined) | i | i
Cc1ccc(C2=NN(CC(=O)NCc3ccco3)C(=O)CC2)cc1 | i | i
CN(C)c1ccc(/C=C(/NC(=O)c2ccccc2)C(=O)N/N=C/c2ccc([N+](=O)[O-])c(O)c2)cc1 | i | i
CC1(C)CC(=O)C(C=NCCCN2CCCC2=O)=C(O)C1 | i | i
CC(C)(C)c1ccc(-c2nc(NCc3cccnc3)c3ccccc3n2)cc1 | i | i
CCOc1ccc(-c2nc(-c3cccs3)c(CC(=O)O)s2)cc1OC | i | i
O=C(/C=C/C=C/c1ccccc1)c1ccco1 | i | i
CCOc1ccc(NC(=S)N2CCN(C/C=C/c3ccccc3)CC2)cc1 | i | i
C[C@@]12C(=O)N(CC3CC3)CC(=O)N1[C@H](/C=C/c1ccccc1)[C@@H]1C(=O)N(c3ccccc3)C(=O)[C@@H]12 | i | i
COCCCN1CC(=O)N2C(c3ccc(C)cc3)c3[nH]c4ccccc4c3C[C@H]2C1=O (some centres undefined) | i | i
S=c1[nH]ncn1/N=C/c1ccccc1 | i | i
Cc1cc(NC(=O)CSc2ccc3nnc(-c4ccc(Cl)cc4)n3n2)no1 | i | i
CCC(=O)N1CCc2cc(Br)cc(S(=O)(=O)CCC(=O)NCCc3ccccc3)c21 | i | i
CCOC(=O)C(CC)(CC)C(=O)/C=C/c1ccc(OC)cc1 | i | i
O=S(=O)(c1cc(Cl)sc1Cl)N1CCCC1 | i | i
COc1ccc(C2C(C#N)=C(C)NC3=C2C(=O)c2ccccc23)cc1 (centres undefined) | i | i
CCc1ccc(/C=C2/SC(=S)N(CCC(=O)Nc3cccnc3)C2=O)cc1 | i | i
CC(C)CNC(=O)c1ccc(NC(=O)c2cccs2)cc1 | i | i
O=C(c1cc(-c2cccs2)nc2ccccc12)N1CCN(c2ccccc2)CC1 | i | i
Cc1cc(NCc2ccccc2Cl)n2nnnc2n1 | i | i
COC(=O)c1ccc(CNC(=O)CSc2nnc(COc3ccccc3)n2C)o1 | i | i
O=C(Nc1ccc(Sc2ccc(Br)cc2)cc1)c1ccco1 | i | i
O=C(c1ccccc1)c1ccc(-n2ccnc2)c([N+](=O)[O-])c1 | i | i
CN(C)c1cccc(C(=O)OC(C(=O)Nc2ccc([N+](=O)[O-])cc2Br)c2ccccc2)c1 (centres undefined) | i | i
O=S(=O)(NCC1CCCO1)c1cc(Cl)ccc1Cl (centres undefined) | i | i
CCCCCn1c(N2CCC(Cc3ccccc3)CC2)nc2c1c(=O)[nH]c(=O)n2C | i | i
CC(C)(C)NC(=O)NC(=O)COc1ccccn1 | i | i
Cc1ccc(NS(=O)(=O)c2ccc(-c3coc(C)n3)cc2)c(C)c1 | i | i
O=C(NCCCn1ccnc1)/C(=C/c1ccco1)NC(=O)c1ccco1 | i | i
N/C(=N\OC(=O)Cc1ccccc1)c1cccnc1 | i | i
CN1CCN(C(=O)/C(=C\c2ccc3c(c2)OCO3)NC(=O)c2cccs2)CC1 | i | i
Cc1ccc(-c2nnn(CC(=O)N(Cc3ccccc3F)C(C(=O)NC3CCCC3)c3ccncc3)n2)o1 (centres undefined) | i | i
O=C(Nc1ccc(Cl)cc1)c1cc(S(=O)(=O)N2CCOCC2)cs1 | i | i
CCc1cc(=O)oc2cc(OCC(N)=O)c(Cl)cc12 | i | i
COC(=O)c1cccc(NC(=O)C(C)N2C(=O)c3ccccc3C2=O)c1 (centres undefined) | i | i
COc1ccc(S(=O)(=O)N2CCCCCC2)cc1C(=O)N(C)Cc1ccc(Cl)cc1Cl | i | i
COc1ccc(CN2CN(S(=O)(=O)c3ccccc3)c3nc4ccccc4nc32)cc1 | i | i
COc1ccc(CCNC(=S)NCc2cccs2)cc1OC | i | i
Oc1c(Cl)cc(Cl)c(Cl)c1Cc1c(O)c(Cl)cc(Cl)c1Cl | -6.9* | i
Cc1ccc([N+](=O)[O-])cc1S(=O)(=O)N1CCCCC1C(=O)O (centres undefined) | i | i

Five entries picked at random from those above, as already listed:
structure | CHT block | CHT allo act
Cc1ccc(C2=NN(CC(=O)NCc3ccco3)C(=O)CC2)cc1 | i | i
COCCN1Cc2cccc(C(=O)Nc3ccc(C)c(C)c3)c2C1=O | i | i
COC(=O)c1cccc(NC(=O)C(C)N2C(=O)c3ccccc3C2=O)c1 (centres undefined) | i | i
CCc1nnc(SC(C)C(=O)Nc2nccs2)n1C (centres undefined) | i | i
COc1ccc2[nH]c(=O)c(CNc3ccccc3OC)cc2c1 | i | i
